# Screening results: PubChem BioAssay, National Center for Advancing Translational Sciences (NCATS)
# CBFb RUNX1 block: qHTS Assay for Compounds Blocking the Interaction Between CBF-beta and RUNX1 for the Treatment of Acute Myeloid Leukemia; Runt-related transcription factor 1 (Homo sapiens) + Core-binding factor subunit beta …; AlphaScreen CBFb-His/RUNX1-biotin binding, biochemical; Potency, µM (highest dose often 59.8 µM), without a hit: at the highest dose activity, negative = inhibition, most hits filed as inhibitors; 230,000 tested, under 10 active; AID 1477, 2009; further: % of control where 0% means no effect
# Target sequence (Q01196 whole entry, looked up): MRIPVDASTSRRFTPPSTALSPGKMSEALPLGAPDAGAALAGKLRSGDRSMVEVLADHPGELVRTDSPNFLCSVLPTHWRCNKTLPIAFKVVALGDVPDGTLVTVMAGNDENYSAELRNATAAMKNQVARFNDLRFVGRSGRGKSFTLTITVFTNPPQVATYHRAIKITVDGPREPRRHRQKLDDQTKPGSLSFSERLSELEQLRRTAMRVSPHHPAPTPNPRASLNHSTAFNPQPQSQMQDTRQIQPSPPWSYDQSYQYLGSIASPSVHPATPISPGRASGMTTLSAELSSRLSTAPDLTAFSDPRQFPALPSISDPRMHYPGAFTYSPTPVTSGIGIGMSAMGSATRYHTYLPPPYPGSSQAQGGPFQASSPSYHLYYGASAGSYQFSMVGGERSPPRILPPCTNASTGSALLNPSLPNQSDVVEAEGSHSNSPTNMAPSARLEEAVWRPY
# Target sequence (Q13951 whole entry, looked up): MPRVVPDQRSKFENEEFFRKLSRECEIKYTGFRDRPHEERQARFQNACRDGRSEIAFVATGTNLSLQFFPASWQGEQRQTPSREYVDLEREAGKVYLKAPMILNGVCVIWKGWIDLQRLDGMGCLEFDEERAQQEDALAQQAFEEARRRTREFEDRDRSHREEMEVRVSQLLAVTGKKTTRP
#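 Compounds were screened at multiple concentrations against a preformed CBF-beta(His)/RUNX1(biotin) complex (30 nM of each) for 15 min at room temperature, followed by 90 min with nickel and streptavidin beads and AlphaScreen reading.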
# Luc counter: Counterscreen for Luciferase (Kinase-Glo TM) Inhibition; Luciferin 4-monooxygenase (Photuris pensylvanica), Q27757; Kinase-Glo luciferase, ATP luminescence, 8 min; Potency, µM (highest dose often 38.3 µM), inactives show at the top dose activity change, negative = inhibition, hits mostly inhibitors; 0.28% of 200,000 active; further: potency means the concentration at half of the fitted maximal effect; on the % scale 0 is the no-effect control and ±100 the full control effect; nearly all actives have a fitted effect of over 60% in size
#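 Compounds were added to a substrate mix at pH 7.2 (50 mM imidazole, 10 uM ATP, within the enzyme's linear range), followed by Kinase-Glo detection reagent; luminescence was measured after 8 minutes at ambient temperature.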
# IMPase Li inh: qHTS Assay for Identifying the Cell-Membrane Permeable IMPase Inhibitors: Potentiation with Lithium | CHO-M1 cells, IP1 TR-FRET (IP-One), carbachol + lithium | Potency, µM (series often up to 59.4 µM), without a hit: top-dose activity, negative = IMPase inhibition, hits mostly inhibitors | 0.35% of 210,000 active | AID 1457, 2008;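 further: IP1 builds up when IMPase is blocked and the TR-FRET signal falls; potency means the concentration at half of the fitted maximal effect; plate controls were basal vehicle for no effect and high inhibitor control for full effect; nearly all actives have a fitted effect of over 50% in size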
#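 CHO-M1, 2000 cells/well, 16–30 h culture; cpd + low Li+, 30 min 37C; lysis with d2-IP1/Eu-anti-IP1 Ab, 10 min RT; TR-FRET 665/620 ratio and 620 channel; AC50 via Hill.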
# HTT ATP protect: qHTS Multiplex Assay to Identify Dual Action Probes in a Cell Model of Huntington: Cytoprotection (ATP); AID 1471, 2008; Potency, µM (doses to about 56.4 µM), for inactives: cytoprotection (ATP increase), most hits filed as activators; 0.14% of 230,000 active; PC12 HTT-Q103 induced, cytoprotection, ATP luminescence, 40 h;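 further: potency means the concentration at half of the fitted maximal effect; % of control where 0% means no effect; nearly all actives have a fitted effect of over 45% in size; toxic huntingtin expression switched on by the ecdysone agonist tebufenozide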
#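 Quantitative HTS on tebufenozide-induced (100 nM) PC12 cells expressing HTTQ103 exon 1–GFP; compounds tested as a concentration series; survival measured via cellular ATP.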
# SMN2 splice enh: qHTS Assay for Enhancers of SMN2 Splice Variant Expression. HEK293 SMN2-luciferase splicing reporter, luminescence, 30-36 h. Potency, µM (highest dose often 46.1 µM), inactives show at the top dose activity change, positive = activation, usual class: activators. 2.8% of 210,000 active; further: potency means the concentration at half of the fitted maximal effect; % of control where 0% means no effect; nearly all actives have a fitted effect of over 55% in size
#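 HEK293 cells carry an SMN2 […]–luciferase reporter in which exon 7 inclusion puts luciferase in frame. Cells were plated 10-12 h before compound addition, then incubated 30-36 h at 37C. ONE-Glo luminescence was read; sodium butyrate at 4.5 mM final served as control.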
# LMNA splice mod: qHTS Assay for Modulators of Lamin A Splicing. HeLa LMNA splicing GFP/RFP minigene ratio, 48 h. Potency, µM (highest dose often 46.1 µM), without a hit: at the highest dose ratio change, negative = inhibition, usual class: inhibitors. 0.01% of 200,000 active. AID 1487, 2009; active means well fitted inhibition curve with a large enough effect in the signal ratio, with a control signal flat, not every such curve was filed as active; inconclusive means small, poorly fitted or top-dose-only effect, or effect the other way, or a change in a side signal; the % refers to the signal ratio; further: potency means the concentration at half of the fitted maximal effect; on the % scale 0 is the no-effect control and ±100 the full control effect
#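 S3 HeLa cells stably expressing lamin A-EGFP splicing minigene plus DsRed2, 600 cells/well, 48 h compound exposure at 37C. Laser-scanning cytometry; analysed as GFP (500-530 nm)/RFP (575-640 nm) total intensity ratio; 0.5% DMSO vehicle.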
# HttQ103 aggreg: qHTS Multiplex Assay to Identify Dual Action Probes in a Cell Model of Huntington: Aggregate Formation (GFP); AID 1688, 2009; PC12 HttQ103-GFP aggregates, Acumen cytometry, 40 h; 1.1% of 220,000 active; Potency, µM (highest dose often 46.1 µM), inactives show at the highest dose activity change, negative = inhibition, usual class: inhibitors; further: potency means the concentration at half of the fitted maximal effect; on the % scale 0 is the no-effect control and ±100 the full control effect; nearly all actives have a fitted effect of over 60% in size
#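 PC12/HTTQ103-GFP, ecdysone-inducible; teb 100 nM; cpd qHTS titration; GFP aggregates read on laser cytometer, Ex 488/Em 500-530 nm.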
# Starred values were filed as active, the others as inactive; ? = inconclusive; / = no result given; [ ] = remark or other dose. Unless noted, the call rests on the fitted dose curve; in most records, active means well fitted curve in the direction sought with a large enough effect; inconclusive means small, poorly fitted or top-dose-only effect, or another doubt; inactive means no such curve, though single readings can be large; an effect the other way counts as inactive or inconclusive.
SMILES,CBFb RUNX1 block,Luc counter,IMPase Li inh,HTT ATP protect,SMN2 splice enh,LMNA splice mod,HttQ103 aggreg
Cc1ccc(NC(=O)c2cccc(C(=O)OC(C)C)n2)c(Br)c1,12%,0%,3%,-5%,13%,/,14%
CCC1=C2CC[C@H]3C(=O)N(CC(=O)OC)C(=O)[C@H]3[C@H]2[C@@]2(Cc3ccccc3)C(=NCCOC)OC(=O)N2C1=O,-5%,1%,-6%,-8%,-3%,/,/
COc1ccc(C(=O)Nc2nc3nc(-c4ccccc4)cc(=O)n3[nH]2)cc1,16%,8%,4%,9%[10 µM],?,-11%,3%
O=C(Nc1cccc(O)c1)c1noc2c1CCCCC2,3%,?,24%[38.3 µM],-106%[inhibitor],10%,-9%,?
CC(C)c1cccc2c([Si](C)(C)C)c3c(nc12)-c1cccc(=O)n1C3,?,-1%,-8%,-161%[inhibitor],-5%,/,/
COC(=O)c1cc(Br)c(=O)n(CCN(C(C)C)C(C)C)c1,3%,-2%,-7%[38.3 µM],-14%[0.074 µM],-13%,-1%,16%
CCOCCn1c(CN2CCN(c3ccc(F)cc3)CC2)nc2c1c(=O)n(C)c(=O)n2C,7%,0%,-3%[38.3 µM],-16%,-33%[inhibitor],-4%,-10%
CCc1ccc(-c2nc(CS(=O)CC(=O)NCc3cccnc3)c(C)o2)cc1 (centres undefined),-9%,-2%,10%[38.3 µM],-14%,16%,-14%,7%
CC(=O)Nc1ccc(S(=O)(=O)NC(C(=O)O)C2=CCC=CC2)cc1 (centres undefined),5%,-2%,-21%[38.3 µM],-8%,-4%,?,13%
C=CCN=C(C)C1=C(O)CCC1=O,1%,-2%,19%[38.3 µM],8%,-4%,1%,-7%
O=C(Cc1ccccc1)Nc1ccc2oc(=O)ccc2c1,4%,-2%,7%,-5%[10 µM],/,-10%[46 µM],-24%[9.22 µM]
CCCn1c(NC(=O)c2ccco2)nc2ccccc21,14%,0%,6%[38.3 µM],-4%,1%,3%,?
Cc1cc(OI)c(C(C)C)cc1-c1cc(C(C)C)c(OI)cc1C,?,3%[39.9 µM],-10%,-13%,/,?,22%
C[C@H]1C(c2ccc(F)cc2)=NN(c2ccccc2)[C@@H]1CO,?,4%[39.9 µM],-15%,-30%,/,/,/
O=C(NC(=O)c1ccc(F)cc1)Nc1nc(-c2cccs2)cc(C(F)(F)F)n1,6%[2.36 µM],-2%,7%,/,-13%,0%,1%
OC1C[N+]2(CCCCC2)C1,10%,4%,15%[38.3 µM],9%[10 µM],1%,-19%,7%
Cc1[nH]c(=S)[nH]c(=O)c1CCC1OCCO1,7%,/,/,-17%[10 µM],/,/,-27%[9.22 µM]
Cc1cc(=O)oc2c(CN(C)Cc3ccccc3)c(O)ccc12,10%,5%,-19%[38.3 µM],10%,4%,-2%,5%
CCOCCCn1c(C)nc2c(c1=O)c1nc3ccccc3nc1n2-c1ccc2c(c1)OCCO2,-2%,/,/,-6%[10 µM],/,/,-4%[9.22 µM]
COc1cccc(NC(=O)CN2C(=O)C3(OCCCO3)c3ccccc32)c1,-1%,-4%,7%[38.3 µM],-3%[0.074 µM],-18%,3%,10%
O=C(Nc1cccc(Cl)c1)c1ccncc1,8%,-3%,19%[38.3 µM],-1%,?,-2%,-25%
CC1CCN(C(=O)CNC(=O)c2ccc(Cl)cc2Cl)CC1,3%,-3%,21%[38.3 µM],-23%,-1%,17%,1%
COc1cc(C(=O)Nc2nnc(CC(C)C)s2)c([N+](=O)[O-])cc1OC,3%,1%,5%,-12%,-1%,15%[46 µM],16%
COc1ccc(Oc2nnc(-c3ccc(C)cc3)c3ccccc23)cc1,-1%,4%,-3%[38.3 µM],-14%,-5%,-3%,4%
CCc1ccccc1NC(=O)c1cccc(N2C(=O)C3C4CCC(C4)C3C2=O)c1 (centres undefined),6%,0%,6%[38.3 µM],-19%,-12%,5%,8%
# (cont.)
SMILES,CBFb RUNX1 block,Luc counter,IMPase Li inh,HTT ATP protect,SMN2 splice enh,LMNA splice mod,HttQ103 aggreg
CCSc1nnc2n1C(C)(C)Cc1ccccc1-2,1%,-4%,3%[38.3 µM],-6%,-11%,21%,-10%
CSc1nc2nc3c(c(=O)n2[nH]1)CN(Cc1ccccc1)CC3,3%,-4%,0%[38.3 µM],-14%[10 µM],4%,22%,-13%
Cc1ccc(NC(=O)CSc2nnc(-c3cccnc3)n2CCN2CCCCC2)cc1,0%,0%,-3%,-36%[10 µM],5%,?,-1%
COc1ccccc1NS(=O)(=O)c1cc(NC(=O)c2cccs2)ccc1N1CCCCC1,-4%,-2%,3%,-21%[0.074 µM],-15%,?,?
Cc1cc(Oc2ccc(N)cn2)ccc1Cl,1%,/,/,-8%[10 µM],/,/,-15%[9.22 µM]
O=C(NC1CCCC1)C(c1ccccc1)N(Cc1ccco1)C(=O)Cc1cccs1 (centres undefined),-5%,2%,18%,22%[10 µM],-9%,-1%,-9%
COc1cc(CNCCSc2nnnn2C)cc(Br)c1OCc1ccc(F)cc1,1%,-5%,26%[38.3 µM],-41%[inhibitor],-2%,?,-24%
CCOC(=O)c1cc(C(=O)OCC)c2cccc(C)n2c1=O,11%,-1%,-5%[38.3 µM],-18%,1%,-1%,-1%
COc1ccccc1C(c1nnnn1CC1CCCO1)N1CCN(c2ccccc2)CC1 (centres undefined),-1%,0%,8%,6%[10 µM],/,-2%[46 µM],11%[9.22 µM]
CN(C)NC(=O)c1cccc(Cl)c1,6%,/,/,-17%[10 µM],/,/,-8%[9.22 µM]
CCCCn1c(N)c(N(CC(C)C)C(=O)CCCSc2nncs2)c(=O)[nH]c1=O,4%,4%,8%,-23%[10 µM],-4%,-3%[46 µM],34%
Cc1ccc(/C=C/C(=O)NC2=NCCS2)cc1,-17%,-3%,7%,-49%[inhibitor][10 µM],0.5µM*,?,1%
COc1cc(C2C(C(=O)c3sc(C)nc3C)=C(O)C(=O)N2CCN(C)C)cc(OC)c1OC (centres undefined),1%,/,/,-2%,/,-3%,-3%
CCC1CCCCN1C(=O)CSc1nc2c([nH]c3ccccc32)c(=O)n1C (centres undefined),2%,0%,37%[activator],15%[10 µM],-20%,-11%,2%
CCOc1cc(NC(=O)c2ccccn2)c(OCC)cc1NC(=O)CC(C)C,10%,2%,25%[38.3 µM],-3%[10 µM],-18%,-8%,-6%
Cc1ccc([N+](=O)[O-])cc1N/C=C1\CCc2ccccc2C1=O,-4%,1%,18%[38.3 µM],-14%,-6%,5%,21%
O=C(/C(=N\O)n1cncn1)c1ccc(Cl)cc1Cl,-4%,2%,3%,-27%,-3%,/,-29%
CC1Cc2ccccc2N1S(=O)(=O)c1cccc(C(=O)N2CC(=O)Nc3ccccc32)c1 (centres undefined),4%,/,/,2%[10 µM],/,/,19%[9.22 µM]
N#C/C(=C\c1c(F)cccc1Cl)S(=O)(=O)c1ccccn1,-1%,/,/,22%[10 µM],/,/,16%[9.22 µM]
C=CCOC(=O)C1=C(C)Nc2nnnn2C1c1cc(OC)ccc1OC (centres undefined),2%,2%,26%[38.3 µM],-2%,/,2%,9%
CC(NCc1ccccc1)c1ccccc1O (centres undefined),2%,/,/,2%[10 µM],/,/,-3%[9.22 µM]
CC1CN(Cc2nnc(-c3ccccc3)o2)CC(C)O1 (centres undefined),-7%,3%,21%,-32%,-9%,/,-3%
Cc1ccc(CNC(=O)CCc2ccccc2)cc1,10%,0%,5%,2%[10 µM],/,8%[46 µM],-4%[9.22 µM]
COc1ccc(N2CC(O)(c3ccc(F)cc3)[N+]3=C2CCCC3)cc1 (centres undefined),4%,0%,23%,/,1%,/,17%
COc1ccc(NC(=O)Nc2cccs2)cc1OC,-24%,-5%,12%[38.3 µM],-55%[inhibitor],-7%,6%,19%[9.22 µM]
# New compounds follow
SMILES,CBFb RUNX1 block,Luc counter,IMPase Li inh,HTT ATP protect,SMN2 splice enh,LMNA splice mod,HttQ103 aggreg
CCN(CC)S(=O)(=O)c1ccc(C)c(NC(=O)COc2ccc(Cl)cc2Br)c1,0%,4%,6%,-16%[10 µM],-12%,-7%,-6%
Cc1ccc2c(c1)C1(C(=O)N2C)N2CC3(C)CN1CC(C)(C2)C3=O (centres undefined),0%,-3%,6%[38.3 µM],-9%,-3%,1%,-2%
COc1cccc(C2CC(c3ccccc3Cl)n3ncnc3N2)c1 (centres undefined),12%,2%,13%[38.3 µM],-10%,28%,2%,5%
O=C(Nc1nc(-c2ccccc2)cs1)c1ccc(S(=O)(=O)N2CCc3ccccc32)cc1,5%[2.36 µM],2%,-2%,/,-89%[inhibitor],?,10%
COc1ccccc1N1CCN(/N=C/C(Cl)=C/c2ccccc2)CC1,-29%,/,/,33%[10 µM],/,/,19%[9.22 µM]
CSc1nc2nc(-c3ccc(F)cc3)c(CCN3CCN(C)CC3)cn2n1,6%,2%,6%,-17%,/,/,-3%
Nc1ncnc(Nc2cc(Cl)cc(Cl)c2)c1[N+](=O)[O-],0%,0%,-1%,/,20%,-3%,13%
O=C1CSC(c2ccccc2Br)N1c1ccc(Cl)cn1 (centres undefined),11%,-1%,8%,-25%,2%,?,26%

# Three records drawn at random from those above, as already listed:
SMILES,CBFb RUNX1 block,Luc counter,IMPase Li inh,HTT ATP protect,SMN2 splice enh,LMNA splice mod,HttQ103 aggreg
CSc1nc2nc(-c3ccc(F)cc3)c(CCN3CCN(C)CC3)cn2n1,6%,2%,6%,-17%,/,/,-3%
O=C1CSC(c2ccccc2Br)N1c1ccc(Cl)cn1 (centres undefined),11%,-1%,8%,-25%,2%,?,26%
COc1ccccc1N1CCN(/N=C/C(Cl)=C/c2ccccc2)CC1,-29%,/,/,33%[10 µM],/,/,19%[9.22 µM]

# Shown as a hit in SMN2 splice enh, of those listed so far:
SMILES	CBFb RUNX1 block	IMPase Li inh	SMN2 splice enh	LMNA splice mod	HttQ103 aggreg
Cc1ccc(/C=C/C(=O)NC2=NCCS2)cc1	-17%	7%	0.5µM*	?	1%
